BH1578 lux ind – inducers of Vibrio cholerae quorum light production without autoinducers, primary screen, BH1578 luxS cqsA deficient, single point | V. cholerae BH1578 lux reporter, luminescence, 6 h | activation, % at 18.7 µM | hit rate 0.16% among 350,000; in the data active means activation mostly above about 9.7%, no sharp cut-off; further: not every result past the cut was called active; inactives centre near 0; reference of the scale not given here
GDH-TPI counter – GDH-TPI coupling enzyme inhibitors, primary screen, artefact control for M. tuberculosis FBA inhibitor project, biochemical, absorbance, full deck; GDH-TPI coupled enzyme counterscreen, NADH absorbance; inhibition, % at 4.8 µM; hit rate 1.2% among 360,000; in the data active means inhibition above about 30%;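 further: 0% = DMSO wells and 100% = wells lacking the enzyme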
Rv3671c inh – Rv3671c serine protease inhibitors, primary screen, biochemical, fluorescence polarization, M. tuberculosis H37Rv; P9WHR9; hit rate 0.048% among 320,000; inhibition, % at 5.96 µM; in the data active means inhibition above about 38%;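 further: extracellular domain of Rv3671c used as enzyme; 0% = enzyme with DMSO and 100% = no enzyme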
DUSP3 inh – VHR1 phosphatase inhibitors, primary screen, biochemical, absorbance, uHTS; hit rate 0.52% among 290,000; Dual specificity protein phosphatase 3 (Homo sapiens), P51452; recombinant VHR phosphatase, pNPP absorbance; inhibition, % at 13.3 µM; in the data active means inhibition above about 50%; further: some compounds called inactive have numbers as strong as hits
Target sequence (P51452 whole entry, looked up): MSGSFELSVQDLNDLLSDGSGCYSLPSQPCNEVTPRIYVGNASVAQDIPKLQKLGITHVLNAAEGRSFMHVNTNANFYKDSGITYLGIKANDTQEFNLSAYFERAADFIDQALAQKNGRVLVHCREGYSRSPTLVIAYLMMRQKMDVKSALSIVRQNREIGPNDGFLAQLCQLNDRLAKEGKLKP
BioA inh – M. tuberculosis BioA enzyme inhibitors, primary screen, biochemical, plate reader, single point, HTS; 7,8-diaminopelargonic acid synthase BioA (Mycobacterium tuberculosis); purified M. tuberculosis BioA enzyme; inhibition, % at 9.99 µM; hit rate 0.096% among 360,000; AID 602481, 2012; in the data active means inhibition above about 40%
UGM FP inh – M. tuberculosis UGM enzyme inhibitors, primary screen, biochemical, fluorescence polarization, single point; inhibition, % at 10 µM; hit rate 0.06% among 320,000; purified UGM, fluorescence polarization probe displacement; in the data active means inhibition above about 10%, passing the limit was not always enough
Target sequence (P9WIQ1 whole entry, looked up): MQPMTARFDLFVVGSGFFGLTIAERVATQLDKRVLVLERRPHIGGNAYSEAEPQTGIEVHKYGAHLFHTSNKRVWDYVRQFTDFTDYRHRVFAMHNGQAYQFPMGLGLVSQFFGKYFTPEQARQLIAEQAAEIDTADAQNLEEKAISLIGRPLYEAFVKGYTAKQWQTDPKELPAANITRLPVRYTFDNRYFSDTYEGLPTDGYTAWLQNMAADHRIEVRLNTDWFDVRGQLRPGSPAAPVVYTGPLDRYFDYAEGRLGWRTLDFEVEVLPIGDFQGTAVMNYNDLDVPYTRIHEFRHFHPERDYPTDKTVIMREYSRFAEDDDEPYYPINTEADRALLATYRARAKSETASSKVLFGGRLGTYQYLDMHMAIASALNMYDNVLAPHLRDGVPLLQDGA
SSB-PriA inh – inhibitors of Klebsiella pneumoniae PriA binding to SSB C-terminal tail, primary screen, biochemical, AlphaScreen. AlphaScreen SSBct-PriA binding, biotinylated peptide. inhibition, % at 33 µM. hit rate 0.6% among 430,000. AID 1272365, 2023; in the data active means inhibition mostly above about 37%, no sharp cut-off; inactive means mostly below about 20%;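 further: plate controls were negative control peptide for no effect and reference peptide for full effect; strong numbers were not always called active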
Mtb FBA inh – Mtb FBA enzyme inhibitors, primary screen, biochemical, fluorescence, strain H37Rv; Fructose-bisphosphate aldolase (Mycobacterium tuberculosis (strain ATCC 25618 / H37Rv)), …; purified M. tuberculosis FBA, fluorescence read-out; inhibition, % at 1 µM; hit rate 2.3% among 360,000; AID 588726, 2011; in the data active means inhibition above about 27%;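 further: 0% = vehicle and 100% = reference inhibitor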
Target sequence (P9WQA3 whole entry, looked up): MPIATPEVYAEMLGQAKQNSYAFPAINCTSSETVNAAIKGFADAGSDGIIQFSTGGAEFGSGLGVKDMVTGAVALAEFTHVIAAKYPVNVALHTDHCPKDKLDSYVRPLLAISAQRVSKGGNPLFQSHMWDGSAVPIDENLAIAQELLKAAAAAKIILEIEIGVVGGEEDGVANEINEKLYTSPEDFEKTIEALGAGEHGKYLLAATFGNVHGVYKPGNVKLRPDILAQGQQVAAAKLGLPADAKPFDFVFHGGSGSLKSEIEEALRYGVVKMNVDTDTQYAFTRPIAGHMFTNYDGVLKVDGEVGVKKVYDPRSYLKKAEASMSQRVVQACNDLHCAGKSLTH
MazF activator – activators of E. coli MazEF toxin-antitoxin RNase, primary screen, biochemical, fluorescence, uHTS; Endoribonuclease toxin MazF (Escherichia coli (strain K12)), P0AE70; FAM/BHQ RNA-DNA oligo cleavage fluorescence, 5 h; activation, % at 20 µM; hit rate 0.32% among 350,000; AID 504720, 2011; in the data active means activation above about 50%
Target sequence (P0AE70 whole entry, looked up): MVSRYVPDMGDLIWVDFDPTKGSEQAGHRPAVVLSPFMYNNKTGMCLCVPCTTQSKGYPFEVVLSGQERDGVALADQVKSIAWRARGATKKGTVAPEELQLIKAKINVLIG
3CLpro inhibitor – SARS-CoV 3CLpro protease inhibitors, primary screen, biochemical, quenched FRET; Replicase polyprotein 1ab (Severe acute respiratory syndrome coronavirus), P0C6X7; recombinant SARS-CoV 3CLpro, quenched FRET peptide cleavage; inhibition, % at 6 µM; hit rate 0.14% among 290,000; in the data active means inhibition above about 12%
Numbers without * were called inactive; i = inactive; · = no result given; & = joins results of further samples. This is a subset (hit frequency here may not be typical).

SMILES	BH1578 lux ind	GDH-TPI counter	Rv3671c inh	DUSP3 inh	BioA inh	UGM FP inh	SSB-PriA inh	Mtb FBA inh	MazF activator	3CLpro inhibitor
O=C(Nc1ccc(S(=O)(=O)Nc2nccs2)cc1)c1cc(-c2ccccc2)nc2ccccc12	-0.2	4.3	-54.2	19.2	·	-0.3	4.3	-3.5	-0.9	9.8
CCS(=O)(=O)N1CCN(C(=O)c2ccc3nc(C)c(N(C)C(=O)CCc4ccccc4)n3c2)CC1	-0.9	15.5	·	·	-0.7	·	·	0.0	·	·
O=[N+]([O-])c1cccc(-c2nnc(-c3ccccc3)o2)c1	i	-0.6	-1.0	9.1	·	-6.4	-8.3	2.6	9.1	3.1
Cc1sc2nc3ccc(NCc4ccco4)nn3c(=O)c2c1C	-0.4	-6.7	3.2	37.7	·	-1.7	-5.5	6.2	16.0	4.5
CC(C(=O)N1CCC2(CC1)OCCO2)C1Sc2ccccc2NC1=O (configuration not stated)	i	-3.2	-2.2	24.2	-0.9	1.2	·	0.0	6.5	0.3
O=C(NN=C1CCCC1)c1ccc(Cl)cc1	i	6.6	-15.5	1.6	-0.7	1.7	-15.7	0.1	2.5	7.8
CCOC(=O)C1=C(O)c2ccccc2C(=O)/C1=C\c1ccc(CC)cc1	-0.3	5.6	-76.0	-18.5	0.6	-0.3	13.8	0.7	25.4	3.6
CC(Sc1nnc(C2CC2)n1C1CC1)C(=O)c1ccc(F)cc1 (configuration not stated)	-0.1	-3.2	0.0	·	-0.2	5.5	-6.6	2.4	-2.2	·
O=C(NCc1cccnc1)c1ccccc1NS(=O)(=O)c1ccccc1	0.6	-4.2	-3.0	10.1	0.1	-0.9	-5.4	2.5	0.1	2.2
CC(=O)NC(C)c1nc2ccccc2n1C(C)C (configuration not stated)	-0.3	4.7	8.2	3.4	-1.9	2.9	-6.3	3.0	-6.4	-6.8
Cc1ccccc1N1C(=O)C(Cc2ccc(F)cc2)S/C1=C(\C#N)C(N)=O (configuration not stated)	i	0.7	3.9	-2.8	2.2	-2.9	0.7	-1.3	-41.1	4.8
CN(C)S(=O)(=O)c1cccc(NC(=S)Nc2cccc3cnccc23)c1	0.1	9.6	·	13.1	·	·	2.2	0.9	-1.4	1.2
CCOC(=O)CN(C(=O)CSc1nnc(-c2ccncc2)n1CCCN(C)C)c1ccccc1	-3.3	6.4	2.9	17.0	·	2.3	-2.2	1.1	-3.5	3.9
O=C(CN1C(=O)NC(Cc2c[nH]c3ccccc23)C1=O)Nc1ccc(F)cc1F (configuration not stated)	-5.7	7.9	2.3	·	-0.9	-4.6	-1.7	-0.1	7.0	·
O=C(COC(=O)c1ccc2ccccc2c1O)Nc1ccccc1	i	12.5	·	·	-1.8	·	-16.5	8.7	-11.4	·
O=C(NN=Cc1ccc(Cl)cc1Cl)C1CC1	i	3.9	·	·	-0.1	·	-0.1	-0.8	5.7	·
COc1cc2c(cc1OC)C(Cc1cc(OC)c(OC)cc1[N+](=O)[O-])=NCC2	-1.0	13.8	·	·	·	·	7.9	-0.3	5.8	·
CCOc1ccc(NC(=O)c2ccc3nccnc3c2)cc1	-0.6	10.6	6.8	24.3	-2.7	-2.1	-1.4	2.8	9.6	-3.2
CS(=O)(=O)C1=C(O)C(=O)N(c2ccccc2)C1c1ccccc1 (configuration not stated)	i	8.5	3.5	-12.4	-2.6	3.1	-4.9	-2.0	1.9	2.6
Clc1ccc(-c2ccc(-c3nn4c(-c5ccco5)nnc4s3)o2)cc1	i	12.8	-6.0	·	-2.0	0.2	5.3&-6.0	19.7	-19.5	1.0
CCOc1ccc2ccccc2c1C(=O)NCC(c1ccc(N(C)C)cc1)N(C)C (configuration not stated)	i	1.7	12.7	20.6	1.0	3.9	5.1&6.0	1.8	6.4	4.2
C[C@@H]1CN([C@@H](C)CO)C(=O)CCCn2nncc2CO[C@H]1CN(C)C(=O)Nc1ccnc(N2CCOCC2)c1	i	-6.2	·	·	-3.3&-0.3	·	·	-2.7	0.2	·
COC(=O)c1ccccc1NC(NC(=O)c1ccco1)C(=O)c1ccc(C)cc1 (configuration not stated)	-0.7	3.6	1.8	35.6	·	0.4	4.3	1.5	0.7	-0.7
COc1ccc(OC)c2[nH]c(=O)c(CCNC(=S)NC(C)(C)C)cc12	-0.9	8.7	-2.9	3.6	·	2.0	-4.2	-2.3	-5.7	-0.8
Cc1ccc(Cl)c(NC(=O)COC(=O)c2cc[n+]([O-])cc2)c1Cl	-7.1	13.4	0.6	·	-1.3	0.3	-8.7	2.1	-1.5	·
Cc1cc(C(=O)N2CCc3ccccc3C2)no1	1.0	7.2	6.2	25.7	0.3	-0.3	-2.6	3.2	5.0	-4.4
COc1ccc(Cl)cc1C(=O)NNC(=O)CSc1nnnn1C	-0.1	0.9	1.0	14.0	·	0.5	-12.1	-2.0	-2.7	0.1
Oc1c(Br)cc(-c2ccccc2)cc1Br	1.8	-2.6	·	·	0.7	·	-14.1	-3.4	-15.8	·
CCC(=O)c1ccc(OCC(O)Cn2cnc3ccccc32)cc1 (configuration not stated)	i	-7.1	-3.9	8.5	4.1	1.0	-11.9	-2.8	-2.4	1.8
Cc1c(Cl)cccc1NC(=O)CNC(=O)c1cn(-c2ccccc2)nc1-c1cccnc1	1.0	10.5	-8.9	·	-4.8	-0.8	1.3	4.0	-1.3	·

Full records from above. Order of screens: BH1578 lux ind	GDH-TPI counter	Rv3671c inh	DUSP3 inh	BioA inh	UGM FP inh	SSB-PriA inh	Mtb FBA inh	MazF activator	3CLpro inhibitor
Listed for `Oc1c(Br)cc(-c2ccccc2)cc1Br` = 1.8	-2.6	·	·	0.7	·	-14.1	-3.4	-15.8	·
Listed for `Cc1cc(C(=O)N2CCc3ccccc3C2)no1` = 1.0	7.2	6.2	25.7	0.3	-0.3	-2.6	3.2	5.0	-4.4
Listed for `CCOc1ccc2ccccc2c1C(=O)NCC(c1ccc(N(C)C)cc1)N(C)C` (configuration not stated) = i	1.7	12.7	20.6	1.0	3.9	5.1&6.0	1.8	6.4	4.2
Listed for `Cc1c(Cl)cccc1NC(=O)CNC(=O)c1cn(-c2ccccc2)nc1-c1cccnc1` = 1.0	10.5	-8.9	·	-4.8	-0.8	1.3	4.0	-1.3	·
Listed for `COc1ccc(OC)c2[nH]c(=O)c(CCNC(=S)NC(C)(C)C)cc12` = -0.9	8.7	-2.9	3.6	·	2.0	-4.2	-2.3	-5.7	-0.8

Following part:
SMILES	BH1578 lux ind	GDH-TPI counter	Rv3671c inh	DUSP3 inh	BioA inh	UGM FP inh	SSB-PriA inh	Mtb FBA inh	MazF activator	3CLpro inhibitor
CCn1c(CCNC(=O)c2ccc(Cl)cc2)nnc1SCC(=O)NC1CCCC1	-12.5	4.7	-14.4	33.9	-1.7	-0.3	-3.4	0.6	-3.2	3.3
COC(=O)C1C(c2ccc(OC)cc2)Nc2nnc(C(F)(F)F)n2C1(C)O (configuration not stated)	i	3.1	-9.1	20.4	·	4.7	0.1	0.2	-0.9	-3.6
COC(=O)C1=C(C)N(c2ccc(F)cc2)/C(=C/c2ccc(O)cc2)C1=O	-1.8	-7.4	-6.6	-9.8	-0.7	0.4	-8.8	2.5	-0.1	-0.7
CCCC(=O)OC1CCS(=O)(=O)c2sccc21 (configuration not stated)	-1.6	-0.6	4.5	21.6	-1.2	-0.4	-2.7	-2.7	-10.0	3.9
Cc1ccc(CN2CCc3c(OCc4ccc(F)cc4)cccc3C2=O)cc1	-0.2	-4.9	-11.1	-1.0	-0.1	-2.0	-23.3	0.4	-6.5	8.1
CCC(=O)Nc1ccc(C(=O)CSc2nnc(-c3ccc(NS(=O)(=O)CC)cc3)o2)cc1OC	i	13.8	-3.9	-3.9	-0.2	-0.1	-0.3	4.7	-2.4	-7.2
COc1ccc2cc(S(=O)(=O)Nc3ccccn3)ccc2c1	-0.3	1.5	-3.2	25.9	4.4	0.3	-1.7	4.6	0.5	0.6
Cc1cc(NC(=O)C2CC=CCC2C(=O)O)ccc1NC(=O)c1ccccc1 (configuration not stated)	i	3.5	-8.1	22.1	-0.3	0.1	-0.7	-0.9	-1.2	1.4
COc1ccc(OC)c(/C=C/c2nc3ccccc3[nH]c2=O)c1	0.8	9.2	-7.6	30.6	-0.2	9.6	-2.6	4.3	240.5*	-1.9
CC(=O)c1c(C)oc2c1C(=O)c1ccccc1C2=O	-3.1	2.5	-21.3	13.3	-0.9	-2.8	-3.6	0.1	4.3	-0.9
CN(C)CC(O)c1ccc(C=Cc2ccc(Cl)cc2)cc1 (configuration not stated)	i	7.9	·	·	-0.2	·	-5.2	3.9	25.7	·
CCOc1cc(/C=N/NC(N)=O)ccc1OC(=O)c1ccc(C)cc1	·	·	-8.6	-32.1	·	0.2	·	·	·	4.5
CCOC(=O)c1[nH]c(=O)[nH]c1CSc1nc(C)cc(C)n1	i	-3.6	-4.2	7.9	3.1	5.1	-3.5	1.4	1.1	1.4
N#Cc1ccc(NC(=O)COC(=O)CCc2ccc(S(=O)(=O)N3CCCCC3)cc2)cc1	-0.2	1.1	-13.3	8.4	·	-2.5	1.1	1.6	-5.7	-0.2
CCOc1cc(/C=N/NC(=O)c2cccnc2)ccc1OC(=O)c1ccco1	-0.4	6.5	0.1	16.1	-0.3	1.9	·	-0.5	5.0	3.9
CCN(CC(=O)N1CCCC1)S(=O)(=O)c1ccc(Br)cc1	0.4	1.4	-1.5	9.4	0.2	0.1	11.5	2.3	2.8	-2.6
Oc1ccc(O)c(Cc2nc3ccccc3[nH]2)c1	i	0.6	4.5	23.4	·	0.0	2.0	0.9	-11.2	-1.8
O=c1oc2ccccc2c(Nc2ccc(O)cc2)c1[N+](=O)[O-]	i	22.5	-0.1	12.3	9.8	1.9	11.9	-4.0	9.5	4.6
O=C(COc1ccc(Cl)cc1)N(Cc1ccc(F)cc1)C1CCS(=O)(=O)C1 (configuration not stated)	0.2	6.0	0.1	5.3	2.0	-1.8	5.3	0.5	-4.5	1.9
CCN1C[C@@H]2[C@@H]3C(=O)N(C)C(=O)[C@@H]3[C@](CC)(C1=O)N2C(=O)c1ccc(Cl)cc1	i	13.9	·	·	-2.1	·	-6.7	4.2	-3.9	·
COc1ccc(NC2CCCN(C(=O)CCC(=O)c3ccc(F)cc3)C2)cc1 (configuration not stated)	0.7	-1.0	-3.8	7.7	0.9	1.7	15.4	0.1	2.2	-0.2
Cc1c(NS(=O)(=O)c2ccc(S(=O)(=O)c3ccccc3)s2)c(=O)n(-c2ccccc2)n1C	-0.3	7.8	-3.2	31.5	·	-0.7	-8.2	0.2	3.7	3.5
Cc1ccc(S(=O)(=O)N/N=C\c2ccc(Cl)c([N+](=O)[O-])c2)cc1	-0.5	22.0	2.1	-7.9	-0.3	-1.6	·	3.8	-5.5	1.3
CCOc1ccc(C(=O)NC(=S)Nc2ccc(NC(=O)C(C)C)cc2)cc1[N+](=O)[O-]	-0.2	4.1	-16.3	4.4	·	0.0	-7.0	-2.6	-9.6	4.3
O=C(/C=C/c1cn(-c2ccccc2)nc1-c1cccnc1)c1ccco1	2.3	5.7	-9.1	31.9	·	4.1	12.6	0.6	10.6	-0.8
O=C(NC(Cc1ccccc1)C(=O)NCCc1ccccn1)c1ccccc1 (configuration not stated)	-0.1	-2.2	-1.2	46.4	-2.3	0.3	0.5	1.6	10.2	-7.5
O=C(Nc1ccc(S(=O)(=O)N2CCOCC2)cc1)c1cccc([N+](=O)[O-])c1	-0.7	-1.5	·	31.2	3.7	-1.5	2.6	1.7	-6.7	2.8

Source: PubChem (several laboratories)
